Screening results: PubChem, National Center for Advancing Translational Sciences (NCATS)
EPAC1 antagonist – qHTS for Antagonist of cAMP-regulated guanine nucleotide exchange factor 3 (EPAC1): primary screen; EPAC1 GEF assay, Rap1b-BODIPY-GDP exchange fluorescence; 360,000 compounds, 0.14% hits; Potency, µM (doses to about 115 µM), for the others: at the highest dose activity change, negative = inhibition, usual class: inhibitors; Rap guanine nucleotide exchange factor 3 (Homo sapiens), O95398; AID 720709, 2013;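 also: potency is read from the fitted curve at half-maximal effect; plate controls were vehicle for no effect and positive control for full effect; nearly all actives have a fitted effect of over 50% in size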
WRN inhibitor – qHTS for Inhibitors of WRN Helicase | 360,000 compounds, 0.46% hits | Potency, µM (series often up to 114 µM), without a hit: at the highest dose activity change, negative = inhibition, actives largely listed as inhibitors | Bifunctional 3'-5' exonuclease/ATP-dependent helicase WRN (Homo sapiens), Q14191 | WRN helicase unwinding, fluorescent forked duplex, kinetic; also: potency is read from the fitted curve at half-maximal effect; % is scaled to controls: 0 for no effect and ±100 for the full control effect; nearly all actives have a fitted effect of over 55% in size
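Primary qHTS, 1536-well format. 20 nM WRN + compound, 15 min RT; start with 100 nM forked fluorophore/quencher duplex, 2 mM ATP (final); kinetic read ex 525/em 598 nm.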
Abeta yeast res – qHTS for compounds that reverse cellular toxicity of Amyloid beta (A-beta) peptide in yeast: Primary Screen | yeast expressing A-beta42, growth rescue, OD600, 48 h; response scale: 0% DMSO, 100% iron-clioquinol control | Potency, µM (highest dose often 46.1 µM), for the others: at the top dose growth rescue, most hits filed as activators | 410,000 compounds, 0.063% hits | AID 1347071, 2019; also: potency is read from the fitted curve at half-maximal effect; nearly all actives have a fitted effect of over 55% in size
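Growth rescue measured by 600 nm absorbance after 48 h yeast culture at 30 C with compound. Values normalized between DMSO and an equimolar ferric chloride plus clioquinol control.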
PI5P4Ka inh – qHTS for Inhibitors of phosphatidylinositol 5-phosphate 4-kinase (PI5P4K); PI5P4Kalpha enzyme, ADP-Glo luminescence, 60 min; active compounds read low; Phosphatidylinositol 5-phosphate 4-kinase type-2 alpha (Homo sapiens), P48426; 330,000 compounds, 1.2% hits; AID 652105, 2013; max response, %; active = max response of -50% or lower; inconclusive = between -30% and -50%; inactive = -30% or higher; also: value at the top dose of about 77 µM; % is scaled to controls: 0 for no effect and ±100 for the full control effect
Target sequence (P48426 whole entry, looked up): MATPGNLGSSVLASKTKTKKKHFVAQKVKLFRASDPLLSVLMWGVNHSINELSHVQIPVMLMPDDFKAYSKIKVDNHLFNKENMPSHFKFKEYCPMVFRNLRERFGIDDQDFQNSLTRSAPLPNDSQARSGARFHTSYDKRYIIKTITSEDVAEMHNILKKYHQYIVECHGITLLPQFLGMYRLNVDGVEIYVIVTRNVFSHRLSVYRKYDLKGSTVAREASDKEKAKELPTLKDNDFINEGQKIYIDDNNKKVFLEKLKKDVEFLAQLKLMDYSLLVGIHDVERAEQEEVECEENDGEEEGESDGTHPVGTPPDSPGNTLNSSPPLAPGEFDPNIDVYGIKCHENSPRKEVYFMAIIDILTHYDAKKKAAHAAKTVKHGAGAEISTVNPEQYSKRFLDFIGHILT
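PI5P4Kalpha ADP-Glo assay; 5 microM ATP final; 60 min RT reaction; HEPES pH 7.4/EGTA/CHAPS, 5% DMSO; controls lacking substrate or enzyme; luminescent end-point.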
PLK1 PBD block – qHTS for Inhibitors of PLK1-PDB (polo-like kinase 1 - polo-box domain): Primary Screen; Plk1 PBD binding of FITC phosphopeptide, fluorescence polarization; 360,000 compounds, 2.8% hits; Serine/threonine-protein kinase PLK1 (Homo sapiens), P53350; Potency, µM, without a hit: max response, negative = inhibition, actives largely listed as inhibitors; also: potency is read from the fitted curve at half-maximal effect; series mostly up to about 57 µM; % is scaled to controls: 0 for no effect and ±100 for the full control effect; nearly all actives have a fitted effect of over 65% in size
Target sequence (P53350 whole entry, looked up, the tested form may be a part): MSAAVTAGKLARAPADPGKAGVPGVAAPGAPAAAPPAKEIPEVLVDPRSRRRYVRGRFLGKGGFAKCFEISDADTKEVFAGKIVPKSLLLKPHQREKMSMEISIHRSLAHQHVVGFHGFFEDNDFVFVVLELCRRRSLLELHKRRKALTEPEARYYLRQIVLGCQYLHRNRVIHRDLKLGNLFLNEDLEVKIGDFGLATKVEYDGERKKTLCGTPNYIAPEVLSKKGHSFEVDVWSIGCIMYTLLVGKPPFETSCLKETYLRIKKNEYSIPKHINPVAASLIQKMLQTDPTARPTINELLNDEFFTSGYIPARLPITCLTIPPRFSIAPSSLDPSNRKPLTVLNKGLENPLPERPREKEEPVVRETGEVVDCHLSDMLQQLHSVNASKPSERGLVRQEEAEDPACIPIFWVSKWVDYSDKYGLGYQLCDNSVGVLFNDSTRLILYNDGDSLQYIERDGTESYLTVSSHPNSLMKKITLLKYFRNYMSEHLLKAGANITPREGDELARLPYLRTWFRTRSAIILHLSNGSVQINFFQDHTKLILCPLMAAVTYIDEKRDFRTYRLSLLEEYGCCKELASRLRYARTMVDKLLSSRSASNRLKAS
IL2 activator – qHTS of IL-2 Activators; 360,000 compounds, 0.065% hits; IL-2 activation reporter assay, cell-based qHTS; stimulated with anti-CD3/CD4/CD28 beads; in transgenic mouse T cells; activation, % (series mostly up to about 46 µM); in the data active = activation above about 50%; inconclusive = mostly about 30% to 49%; also: 0% is about no effect
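Unstimulated transgenic mouse T cells; 60-min compound exposure; bead-based TCR/CD4/CD28 stimulation; 18 h culture, 37 degrees C; dual fluorescence (EGFP, DsRed) plate cytometry.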
EPAC1 agonist – qHTS for Agonist of cAMP-regulated guanine nucleotide exchange factor 3 (EPAC1): primary screen; EPAC1 agonist qHTS, biochemical assay; response scale: 100% = response to 6.5 mM cAMP; Rap guanine nucleotide exchange factor 3 (Homo sapiens), O95398; Potency, µM (doses to about 154 µM), for inactives: at the top dose activation, most hits filed as activators; 360,000 compounds, 0.073% hits; also: potency is read from the fitted curve at half-maximal effect; nearly all actives have a fitted effect of over 60% in size
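Fluorescent GDP-exchange assay: 100 nM EPAC1 with 250 nM Rap1B preloaded with BODIPY-GDP and 50 uM GDP; compounds tested as concentration series, 5 min at room temperature, then read every 5 min for 30 min (ex 480/em 540 nm); normalized to 6.5 mM cAMP.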
FUS yeast rescue – qHTS for Suppressors of FUS Proteinopathy: Primary screen using FUS-linked yeast assay | S. cerevisiae FUS-expressing, growth rescue, OD600, 24 h | Potency, µM (doses to about 76.6 µM), for the others: top-dose growth rescue (activation), usual class: activators | 390,000 compounds, 0.24% hits | AID 1347120, 2019;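 also: potency is read from the fitted curve at half-maximal effect; plate controls were DMSO vehicle for no effect and reference control for full effect; nearly all actives have a fitted effect of over 55% in size; some results filed as inactive show a strong effect at the top dose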
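Compound concentration series was pinned onto galactose-induced FUS-expressing yeast seeded at OD 0.005. Plates sat 24hr at 30C; absorbance at 600 nm gave growth. DMSO served as background control.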
* = called active by the depositor; ? = inconclusive; · = no result given; [ ] = remark or other dose. Unless noted, calls follow the shape of the dose curve; as a rule, active = well fitted curve in the direction sought with a large enough effect; inconclusive = small, poorly fitted or top-dose-only effect, or another doubt; inactive = no such curve, though single readings can be large; an effect the other way counts as inactive or inconclusive.

SMILES	EPAC1 antagonist	WRN inhibitor	Abeta yeast res	PI5P4Ka inh	PLK1 PBD block	IL2 activator	EPAC1 agonist	FUS yeast rescue
CCOC(=O)Cc1csc(NC(=O)CSc2nc(C)cc(=O)[nH]2)n1	-10%	-9%	4%	·	12µM*	-0.1	7%	24%
COc1ccc2c(c1)CCc1cn3ncc(C#N)c3nc1-2	11%	3%	-9%	2	-7%	-2.7	7%	21%
CC(C)(C)NCC(O)CON=C1c2ccccc2-c2ccccc21 (stereo unspecified)	6%	23%	-7%	9	-9%	-0.7	17%	13%
COc1cc(/C=C/c2ccc3cccc(O)c3n2)cc(OC)c1OC	?	-7%	-3%	3	-1%	-4.8	-18%	32%
Nn1cnnc1N/N=C/c1cc([N+](=O)[O-])c(Cl)cc1Cl	1%	-25%[57.1 µM]	-8%	-1	-8%	-0.3	4%	·
CC1=Nn2c(nnc2-c2n[nH]c3c2CCC3)SC1	8%	-12%	-3%	2	2%	-0.8	3%	10%
CCCCOP(=O)(OCCCC)C(O)c1ccc(F)cc1 (stereo unspecified)	8%	2%	28%	3	26%	1.1	-9%	-6%
COc1cccc(/C=N/Nc2nc3ccccc3[nH]2)c1O	11%	-7%	-9%	-10	3%	-1.1	7%	-14%
CCc1nnc(NC(=O)CC(=O)Nc2ccccc2C(=O)O)s1	2%	-12%	3%	·	1%	-2.2	4%	13%
O=C(COC(=O)c1ccc(O)cc1O)NC1CCS(=O)(=O)C1 (stereo unspecified)	4%	2%	-5%	2	0%	2.9	1%	1%
COCCN(C(=O)COC(=O)C1CC(=O)N(c2ccc(C)cc2)C1)c1c(N)n(Cc2ccccc2)c(=O)[nH]c1=O (stereo unspecified)	-7%	14%	-7%	-5	-11%	-2.7	-4%	5%
O=S(=O)(NCc1ccccc1)NCc1cccc(C(F)(F)F)c1	-5%	-1%	1%	-3	0%	-3.1	3%	26%
CCCCn1nnnc1C(c1cc2ccccc2o1)N1CCCCC1 (stereo unspecified)	-12%	2%	2%	8	-6%	-1.1	15%	10%
COc1ccc(C(=O)/C(=C/c2cccs2)c2nc3ccccc3o2)cc1	-9%	-2%	-4%	-11	27µM*	-0.6	11%	20%
C(=C\c1ccccn1)/c1ccccn1	-10%	4%	-7%	-2	?	3.2	-6%	-6%
COc1cc(/C=C/C(=O)O)cc(S(=O)(=O)Nc2ccccc2C(=O)NCc2ccco2)c1OC	8%	-9%[11.6 µM]	-11%	2	-13%	0.3	-11%	36%
O=C(Nn1c(O)c(C=C2N=c3ccccc3=N2)sc1=S)c1ccccc1	-10%	-32%	8%	·	-4%	-1.5	6%	9%
CCOc1ccccc1C(=O)N[C@H](C(=O)OCC(=O)Nc1nnc(-c2ccccc2)o1)C(C)C	-9%	8%	14%	-13	-10%	0.4	2%	17%
O=C(/C=C/c1ccco1)NCC(=O)N/N=C/c1ccccc1[N+](=O)[O-]	-13%	-5%	-9%	-11	-10%	0.6	1%	-1%
CC(=O)Nc1ccc(S(=O)(=O)N(Cc2ccco2)CC2CCCO2)cc1 (stereo unspecified)	4%	-10%	7%	-2	-1%	-2.7	4%	·
Cc1cc(S(=O)(=O)N2CCN(CC(=O)NC(C)(C#N)C3CC3)CC2)ccc1Br (stereo unspecified)	-12%	0%	0%	-6	-3%	-3.0	-2%	16%
CCOC(CCn1c(SCc2ccc([N+](=O)[O-])cc2)nc2ccccc2c1=O)OCC	-15%	-5%	9%	-3	-5%	-0.3	5%	·
CCCCc1cc2c(cn1)=C(OC(=O)c1cnc3ccccc3n1)C(C)(OC(=O)CC)C(=O)C=2 (stereo unspecified)	4%	6%	-7%	-6	-16%	0.4	-10%	-6%
CC1(C(=O)NS(=O)(=O)c2cccc(C#N)c2)CCN1C(=O)c1ccccc1 (stereo unspecified)	-5%	0%	18%	-2	-3%	1.0	2%	-21%
Cc1ccc(Cn2c(NC(=O)c3ccco3)nc3ccccc32)cc1	-10%	-14%	19%[9.22 µM]	-5	-1%	-2.6	-1%	-53%
O=c1ccnc(SCc2ccccc2Cl)[nH]1	-12%	-2%	1%	·	-2%	-0.8	4%	25%
CCCCc1nc2cc(C(=O)N3CCCCC3CCNC(C)=O)ccc2o1 (stereo unspecified)	15%	-10%	2%	-21	24µM*	-2.1	10%	-11%
O=C(c1cc(C2CCCCN2S(=O)(=O)Cc2ccccc2)on1)N1CCOCC1 (stereo unspecified)	5%	2%	-9%	2	2%	-0.2	-10%	21%
O=C(NCc1cc(Br)cc(Br)c1OC(=O)c1ccccc1[N+](=O)[O-])c1ccccc1	24%	-33%[57.1 µM]	23%	-2	5%	-1.0	0%	1%
CC(=O)c1c(C)[nH]c(C(=O)NCCc2cccc(C)c2)c1C	-5%	3%	-16%	-1	-18%	0.0	1%	-3%
Cc1ccc(S(=O)(=O)/N=c2\ccc(Cl)cn2C(F)F)cc1	13%	0%	0%	-4	-15%	0.6	1%	-4%
O=C(OCn1nnc2ccccc2c1=O)c1ccc2c(=O)n3c(nc2c1)CCC3	11%	-3%[57.1 µM]	-15%	·	-6%	-3.5	5%	13%
O=C(COC(=O)c1n[nH]c2ccccc12)NCCc1ccccc1	-11%	12%	1%	-2	-3%	1.3	-1%	-22%
CC(C)Sc1nc2c(cnn2-c2ccc(Cl)cc2)c(=O)[nH]1	-15%	-3%[57.1 µM]	-29%	1	?	-0.2	19%	-33%
O=C(NC1CC2CCC(C1)N2C(=O)NCc1ccccc1)C1CC1 (stereo unspecified)	-1%	11%	-3%	0	0%	-1.4	2%	-4%
CN(C)C(CNC(=O)c1cccc(S(=O)(=O)Nc2ccccc2Cl)c1)c1ccccc1 (stereo unspecified)	-8%	-14%	0%	8	-1%	1.0	6%	-3%
CC(C)C[C@H](NC(=O)c1[nH]cnc1C(=O)Nc1ccc(CNC(=O)OC(C)(C)C)cc1)C(=O)OCc1ccccc1	-13%	-9%	1%	4	-3%	-0.6	-16%	?
COCCCN(C(=O)c1cc2c(s1)CCC2)c1c(N)n(Cc2ccccc2)c(=O)[nH]c1=O	-18%	?	-5%	?	-15%	-2.7	-5%	·
CSc1nc(SCC(=O)O)c2sc3nc(-c4ccccc4)c4c(c3c2n1)CCC4	-26%	?	-4%	-17	12µM*	-0.3	14%	-18%
COc1cc(/C=C2/NC(=O)N(c3cccc(Cl)c3)C2=O)ccc1O	-20%	-15%	14%	8	-7%	-1.8	-10%	35%
O=C(c1sccc1Br)N1CCN(Cc2ccc3c(c2)OCO3)CC1	6%	-2%	-9%	1	-7%	-0.3	2%	9%
O=C(COC(=O)CC1CC2CCC1C2)Nc1ccc(Cl)c(S(=O)(=O)N2CCOCC2)c1 (stereo unspecified)	-7%	-4%	18%	4	3%	1.2	10%	34%
CC1=C(C(=O)Nc2ccccc2C)C(c2ccc(C)o2)N2C(=O)CSC2=N1 (stereo unspecified)	-2%	-7%[57.1 µM]	1%	·	-9%	-2.4	13%	?
COC(=O)/C(C#N)=C/c1c(N2CCN(C)CC2)nc2ccccn2c1=O	-14%	7%	-14%	4	-9%	-2.4	2%	19%
COc1ccc2c(c1)c1ccccc1n2C	-6%	-3%	-11%	13	-10%	-0.3	7%	?
COC(=O)c1sccc1NC(=O)/C=C/c1c(Cl)cccc1Cl	3%	-7%	2%	17	1%	-0.2	0%	4%
COc1ccc([N+](=O)[O-])cc1NC(=O)Cc1ccc(Cl)cc1	-6%	-34%[57.1 µM]	7%	1	-6%	1.4	8%	-6%
CCCCNC(=O)CCn1nc(-c2ccccc2)ccc1=O	-12%	0%	-11%	1	1%	0.0	7%	6%
O=C(NCc1cn(-c2ccccc2)nc1-c1ccccc1)c1cccc([N+](=O)[O-])c1	-10%	-7%	11%	3	-1%	-3.7	6%	28%
COc1ccc(CC(=O)N2CC3(C)CC2CC(C)(C)C3)cc1 (stereo unspecified)	4%	3%	-18%	·	-23%	-1.4	-4%	14%

Other compounds.
SMILES	EPAC1 antagonist	WRN inhibitor	Abeta yeast res	PI5P4Ka inh	PLK1 PBD block	IL2 activator	EPAC1 agonist	FUS yeast rescue
C/C(=C\c1ccc(N)cc1)c1nc2ccccc2[nH]1	-24%	-5%	-6%	-5	-7%	0.1	9%	-10%
COc1cccc(C(C(=O)NC2CCCC2)N(Cc2ccco2)C(=O)c2ccco2)c1OC (stereo unspecified)	1%	-14%	-2%	·	-11%	-1.5	-11%	32%
O=C(NC(=S)Nc1ccc2[nH]c(=O)[nH]c2c1)c1cc(Br)ccc1Cl	11%	3%	10%	-2	0%	-2.3	-6%	7%
COc1cc(C(CC(=O)Nc2cccc(C)n2)N2Cc3ccccc3C2=O)cc(OC)c1OC (stereo unspecified)	9%	-3%[57.1 µM]	-19%	1	5%	2.9	6%	-11%
O=C(COC(=O)c1ccc(NS(=O)(=O)c2cccs2)cc1O)NCc1ccccc1	-11%	-14%	14%	?	5%	-0.7	-3%	20%
COc1ccccc1C(=O)NNC(=O)CCC(=O)NCc1ccccc1	2%	7%	12%	-5	-3%	-0.1	-4%	10%
O=C(Cn1cc(C(F)(F)F)ccc1=O)N/N=C/c1ccc(F)cc1	7%	-7%	-10%	5	-1%	-0.9	-12%	-2%
CC(=O)c1ccc(-c2ccc(C(=O)N3CCCc4ccccc43)o2)cc1	-22%	-9%	-17%	-7	-13%	1.5	10%	34%
C=CC#CC[N+]1(CC#Cc2ccccc2)CCOCC1	-6%	22µM*	2%	-82*	8%	-7.3	-6%	·

PI5P4Ka inh, entries above that show a hit.
Compound	EPAC1 antagonist	WRN inhibitor	PI5P4Ka inh	PLK1 PBD block	IL2 activator
C=CC#CC[N+]1(CC#Cc2ccccc2)CCOCC1	-6%	22µM*	-82*	8%	-7.3
